Assay outcomes as filed in PubChem BioAssay.
Nrf2 activator = activators of Nrf2 (ARE) signaling. AID 624171. Potency, µM (highest dose often 46.1 µM), for inactives: top-dose activation, usual class: activators. AREc32 ARE-luciferase reporter (MCF7-derived line), luminescence, 24 h. hit rate 0.31% among 410,000; note: potency is the fitted concentration of half-maximal effect; % of control where 0% means no effect; nearly all actives have a fitted effect of over 65% in size
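Quantitative high-throughput format: AREc32 reporter cells, 1000 per well, received compound by pin transfer and were incubated 24 hr at 37 deg C, 5% CO2, before Steady-Glo luminescence detection.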
IL-1B inflam inh = inhibitors of inflammasome signaling (IL-1 beta secretion). THP-1 LPS/ATP IL-1B secretion, AlphaLISA, 16 h; hits give low values. activity change, % at 57.5 µM. hit rate 4.7% among 360,000. AID 743279; in the data active = activity change below about -50%; inconclusive = mostly about -30% to -49%; note: % is set by controls: 0 for no effect and ±100 for the full control effect
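THP-1 cells pretreated 1 hr with compounds (up to 57.5 uM final), then stimulated with LPS (250 ng/mL final) plus ATP (1.25 mM final); secreted IL-1B measured by AlphaLISA after 16 hr, decreased signal indicating inhibition.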
MCF10A rereplic = induces DNA re-replication in MCF 10a normal breast cells | hit rate 2.9% among 350,000 | MCF 10A DNA re-replication, Hoechst nuclear intensity, 48 h | Potency, µM (highest dose often 46.1 µM), without a hit: top-dose activity, positive = re-replication, actives largely listed as activators; note: potency is the fitted concentration of half-maximal effect; % of control where 0% means no effect; nearly all actives have a fitted effect of over 50% in size
HepG2 tox = counter-screen for TGF-b inhibitors: cytotoxicity in HepG2 cells; HepG2 CAGA-GFP viability, ATP luminescence, 18 h; Potency, µM (titrated, usually from 46.1 µM), for inactives: top-dose activity change, negative = cytotoxicity, actives largely listed as cytotoxic; hit rate 0.76% among 410,000; note: potency is the fitted concentration of half-maximal effect; some results filed as inactive show a strong effect at the top dose
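CellTiter-Glo luminescence gave cytotoxicity after 18 hours at 37 degrees C. The cells were HepG2 CAGA-GFP in 1% FBS DMEM, stimulated with 500 pg/mL TGF-beta after compound addition. %Activity was normalised to no-cell wells (complete cell-killing) and DMSO (no toxicity), and curves were fitted and classified.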
ATXN viability = reduces viability in counter-screen for ATXN expression inhibitors; S2 cells (HEK-293 line with an ATXN2-luciferase reporter) viability, CellTiter-Fluor protease fluorescence, 24 h; Potency, µM (top dose mostly 56.7 µM), most hits filed as cytotoxic; hit rate 0.49% among 400,000; note: potency is the fitted concentration of half-maximal effect; nearly all actives have a fitted effect of over 40% in size
Nrf2 inh = inhibitors of Nrf2 signaling | A549 ARE-Fluc reporter, luciferase luminescence, 18-24 h | Potency, µM (highest dose often 46 µM), inactives show top-dose activity change, negative = inhibition, hits mostly inhibitors | hit rate 2.1% among 360,000 | AID 504444; note: potency is the fitted concentration of half-maximal effect; % is set by controls: 0 for no effect and ±100 for the full control effect; nearly all actives have a fitted effect of over 60% in size
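A549 ARE_Fluc cells (5000/well, 5% FBS OPTI-MEM) pre-incubated 2 h, then treated with compounds 18-24 h at 37C/5% CO2 in concentration-response. CellTiter-Fluor viability read first; BugLite luciferase luminescence after 15 min at room temperature gives Nrf2 activity.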
TGFb SMAD3 inh = TGF-b pathway inhibition; hit rate 1.2% among 410,000; HepG2 CAGA-GFP TGF-b/SMAD3 reporter, GFP fluorescence, 18 h; TGF-beta stimulated, 500 pg/mL final; Potency, µM (doses to about 46.1 µM), inactives show at the top dose activity, negative = inhibition, most hits filed as inhibitors; note: potency is the fitted concentration of half-maximal effect; % is set by controls: 0 for no effect and ±100 for the full control effect; nearly all actives have a fitted effect of over 65% in size
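HEPG2 CAGA-GFP cells (1000/well, DMEM with 1% FBS) were pre-incubated 2 h at 37 degrees C, given compound by pin tool, then stimulated with TGF-beta at 500 pg/mL final for 18 h before per-cell GFP fluorescence imaging.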
A549 tox = counter-screen for Nrf2 inhibitors: cytotoxicity in A549 cells. Potency, µM (series often up to 46 µM), for the others: top-dose activity change, negative = cytotoxicity, usual class: inhibitors. hit rate 0.16% among 390,000. AID 504648. A549 ARE-Fluc cells, CellTiter-Fluor viability, 18-24 h; note: potency is the fitted concentration of half-maximal effect; % is set by controls: 0 for no effect and ±100 for the full control effect
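Cytotoxicity counterscreen: CellTiter-Fluor fluorescence was measured in A549 ARE_Fluc cells after 18-24 h of compound exposure in a concentration series. The subsequent BugLite luminescent read reports ARE-luciferase activity.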
ATXN2 expr inh = ATXN2 expression inhibition | AID 1745845 | HEK-293 ATXN2-luciferase reporter, luminescence, 24 h | Potency, µM (highest dose often 57 µM), for the others: at the highest dose activity change, negative = inhibition, hits mostly inhibitors | hit rate 0.72% among 360,000; note: potency is the fitted concentration of half-maximal effect; % is set by controls: 0 for no effect and ±100 for the full control effect; nearly all actives have a fitted effect of over 55% in size
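ATXN2-luciferase reporter cells (luciferase flanked by upstream and downstream ATXN2 gene portions) were treated 24 h at 37 °C with compounds at up to 57 uM. SteadyGlo luminescence gave expression; GF-AFC fluorescence gave viability.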
* = called active by the depositor; i = inactive; ? = inconclusive; . = not tested or not shown; & = joins results of further samples; ! = not confirmed by another sample; [ ] = another dose, or the depositor's remark. Unless noted, calls come from the whole dose curve; as a rule, active = well fitted curve in the direction sought with a large enough effect; inconclusive = small, poorly fitted or top-dose-only effect, or another doubt; inactive = no such curve, though single readings can be large; an effect the other way counts as inactive or inconclusive.

item	canonical_smiles	Nrf2 activator	IL-1B inflam inh	MCF10A rereplic	HepG2 tox	ATXN viability	Nrf2 inh	TGFb SMAD3 inh	A549 tox	ATXN2 expr inh
1	CC(=O)N(Cc1cccs1)Cc1cc2ccc(C)c(C)c2nc1Cl	-0.4%	-7.8	-1.2%	-40.8%	i	?	?	0.0%	.
2	COc1cc(C2C(C(=O)c3ccc(C)o3)=C(O)C(=O)N2Cc2ccccc2)ccc1O (stereo unspecified)	0.4%	0.0	-20.5%	-6.1%	i	-1.9%	-5.0%	-17.8%	-20.6%
3	CC(C)[C@H](NC(=O)C1CCN(S(=O)(=O)c2ccc(F)cc2)CC1)C(=O)N1CCCCCC1	0.2%	8.1	-3.6%	0.3%	i	-23.5%	-1.8%	3.0%	-22.1%
4	N#CC1(C#N)COC23CCCCC2C1(C#N)C(=N)O3 (stereo unspecified)	0.3%	-53.0*	6.1%	-21.8%	i	11.6%	-4.8%	.	26.4%
5	CCCc1cc(=O)[nH]c(SCC(=O)N(C)C2CCCCC2)n1	-0.7%	14.0	13.1%	-33.0%	i	21.1%	16.7%	0.3%	.
6	Cc1cc(NC(=O)CSCC(=O)Nc2cc(Cl)ccc2N2CCN(C)CC2)no1	0.0%	-7.1	-3.5%	-14.5%	i	7.1%	15.9%	15.9%	.
7	COc1ccccc1NC(=O)CSc1nc(O)c(Cc2ccccc2)c(=O)[nH]1	-0.7%	26.1	-9.7%	5.8%	i	0.6%	-38.3%	-12.3%	2.9%
8	COc1cccc(OC)c1C(=O)N1CCN(c2ccccn2)CC1	-0.2%	?	-7.2%	-1.8%	i	-13.9%	3.0%	8.2%	-2.9%
9	Cc1ccc(NC(=O)Nc2cccc(C(F)(F)F)c2)nc1	3.8%	8.8	23.6%	-2.1%	i	13.6%	-0.7%	13.0%	3.5%
10	Cc1cccc(NC(=O)C2(c3ccc([N+](=O)[O-])cc3)CCCC2)c1	0.0%	5.1	?	-29.7%	i	-5.4%	4.1%	-4.0%	-14.4%
11	CC1CCCCN1C(=O)Cn1c(=O)n(CCC(=O)NCc2ccco2)c(=O)c2sccc21 (stereo unspecified)	-0.8%	-14.5	-18.8%	-1.6%	i	.	-4.2%	4.0%	-5.3%
12	CCC/C(=N\NC(=O)c1ccco1)c1ccc(Cl)s1	?	?	-35.7%[inhibitor]	-1.2%	i	-5.3%	-13.4%	-0.3%	-21.7%
13	CC(C#N)Sc1ncnc2sc(-c3ccccc3)cc12 (stereo unspecified)	?	-7.5	8.8%	-14.4%	i	1.5%	-25.5%	1.7%	-15.6%
14	CCOC(=O)c1c(C)oc2ccc(NS(=O)(=O)c3ccc4c5c(cccc35)C(=O)N4)cc12	2.9%	2.6	?	-19.3%	i	.	6.6%	-4.1%	-31.0%
15	O=C(c1cccc(S(=O)(=O)NCc2ccccc2)c1)N1CCCC1	-0.6%	0.0	-3.9%	0.8%	i	6.1%	-20.6%	0.0%	15.2%
16	Cc1cc(OCCOc2cccc3cccnc23)c(C)cc1Cl	0.2%	-2.8	-6.3%	1.3%	i	-3.8%	1.7%	3.5%	-16.7%
17	COc1ccc(NC(=O)c2ccc(NC(=O)c3nc4nccc(C)n4n3)cc2)cc1	-1.2%	-4.6	-2.1%	-1.5%	i	-15.2%	3.0%	-2.4%	-7.6%
18	O=C(c1cccc(Oc2ccc([N+](=O)[O-])cc2Cl)c1)N1CCOCC1	-0.2%	6.5	-13.8%	6.7%	i	-13.3%	1.0%	1.5%	-10.3%
19	CS(=O)(=O)Nc1ccc(C2=NN(C(=O)c3ccco3)C(c3ccccc3)C2)cc1 (stereo unspecified)	4.1%	-3.9	-42.0%[inhibitor]	-4.4%	i	-12.5%	-0.9%	-11.2%	7.2%
20	CC(C)CCNC(=O)c1ccc(CS(=O)(=O)Cc2ccccc2F)o1	3.3%	17.0	-2.7%	5.1%	i	0.2%	12.0%	17.5%	.
21	CCCOC(=O)NC(CC)COC(=O)Nc1cc(C)ccc1C (stereo unspecified)	-0.7%	-2.8	9.2%	-7.3%	i	-16.7%	-9.7%	-4.3%	-12.2%
22	Cc1cc(NC(=O)c2ccco2)c(=O)n(Cc2c(F)cccc2Cl)c1	0.4%	18.9	4.7%	-4.6%	i	?	-24.8%	-5.5%	1.6%
23	CC(C)c1ccc2nc(NC(=O)C3CC3)sc2c1	5.2%	-57.3*	9.8%	-39.9%	i	?	?	-2.0%	60.4%[activator]
24	CC[C@@H](NC(=O)[C@@H](Cc1ccccc1)NC(=O)CC[C@H]1O[C@@H](n2ccc(=O)[nH]c2=O)[C@H](O)[C@@H]1O)c1ccccc1	-0.3%	-6.0	.	1.5%	i	.	1.4%	.	12.6%
25	Cc1noc(C)c1COc1ccc(C(=O)OCC(N)=O)cc1	-0.2%	19.4	4.5%	-2.5%	?	6.5%	-24.7%	-1.4%	?
26	O=C(C1CCN(S(=O)(=O)c2cccnc2)CC1)N1CCN(c2cccc(Cl)c2)CC1	-0.1%	-5.6	1.2%	-3.3%	i	?	-13.4%	1.0%	-24.2%
27	CCCCNc1c(-c2cccc(SC(C)CC)c2)nc2ccc(Cl)cn12 (stereo unspecified)	-0.9%&6.1%	-1.6&-27.4	?	-19.6%	i	18.3%	?	0.4%	0.5%&2.8%
28	Cc1ccccc1C(=O)NC(=S)Nc1ccc(N2CCN(C(=O)c3ccccc3)CC2)cc1	0.0%	i	-7.1%	-1.0%	i	?	-3.9%	-6.8%	-17.8%
29	O=C(CN(C1CC1)S(=O)(=O)c1ccc(S(=O)(=O)N2CCCCCC2)cc1)Nc1ccccc1	0.1%	12.5	2.0%	-7.8%	i	.	-29.1%	0.5%	?
30	COc1ccc(CN([C@H](CO)CC(C)C)S(=O)(=O)N(Cc2ccccc2)[C@H](CO)CC(C)C)cc1	-4.4%	-87.6*	267.4%	11.2µM*!	.	?	?	-25.9%	?

A second format for two compounds above:
Results follow in this order: Nrf2 activator, IL-1B inflam inh, MCF10A rereplic, HepG2 tox, ATXN viability, Nrf2 inh, TGFb SMAD3 inh, A549 tox, ATXN2 expr inh
[16] Cc1cc(OCCOc2cccc3cccnc23)c(C)cc1Cl
  0.2%, -2.8, -6.3%, 1.3%, i, -3.8%, 1.7%, 3.5%, -16.7%
[17] COc1ccc(NC(=O)c2ccc(NC(=O)c3nc4nccc(C)n4n3)cc2)cc1
  -1.2%, -4.6, -2.1%, -1.5%, i, -15.2%, 3.0%, -2.4%, -7.6%

IL-1B inflam inh: what is marked active above.
nr	molecule	Nrf2 activator	IL-1B inflam inh	TGFb SMAD3 inh
4	N#CC1(C#N)COC23CCCCC2C1(C#N)C(=N)O3 (stereo unspecified)	0.3%	-53.0*	-4.8%
23	CC(C)c1ccc2nc(NC(=O)C3CC3)sc2c1	5.2%	-57.3*	?
30	COc1ccc(CN([C@H](CO)CC(C)C)S(=O)(=O)N(Cc2ccccc2)[C@H](CO)CC(C)C)cc1	-4.4%	-87.6*	?

The list continues.
item	canonical_smiles	Nrf2 activator	IL-1B inflam inh	MCF10A rereplic	HepG2 tox	ATXN viability	Nrf2 inh	TGFb SMAD3 inh	A549 tox	ATXN2 expr inh
31	CCOC(=O)c1ccc(NC(=O)Oc2cc(C)c(Cl)cc2C(C)C)cc1	-0.3%	-22.7	3.3%	-12.5%	i	1.2%	-2.3%	9.5%	.
32	COc1ccc(-c2noc(CCC(=O)O)n2)cc1	-0.9%	1.3	-26.7%	6.9%	i	-16.7%	-9.4%	-1.0%	-8.4%
33	CCOC(=O)c1nc2ccccc2nc1C	-0.8%	12.9	11.9%	-7.6%	i	0.0%	-2.0%	1.1%	-0.7%
34	Cc1cc(NC(=O)COC(=O)CCS(=O)(=O)c2ccc(C)c(C)c2)no1	0.0%	-12.3	-6.6%	-22.3%	i	-0.1%	8.8%	2.3%	-2.8%
35	Cc1ccc(C(=O)NNC(=O)c2cccc(C)c2)cc1	-0.7%	-5.3	-18.8%	5.3%	i	?	-6.2%	-4.4%	32.9%
36	Cc1c(O)ccc2c(=O)c(-c3nncn3-c3ccccc3)coc12	-0.2%	8.9	11.3%	1.7%	i	6.0%	-1.1%	10.3%	.
37	Cc1cccc(Nc2nc3ccccc3n3nnnc23)c1	9.7%	31.0	1.4%	-23.6%	i	-11.7%	-15.8%	15.6%	.
38	COc1ccc(C(=O)NC2CC2)cc1OC1CCN(Cc2ccc(NC(C)=O)cc2)CC1	0.5%	25.6	3.5%	-0.7%	i	9.1%	3.6%	0.3%	10.6%
39	Cc1sc(N)c(C(=O)c2ccccc2Cl)c1C	3.4%	0.0	3.8%	-1.1%	?	-2.2%	-6.4%	-4.9%	-22.7%
40	CC(=O)c1ccccc1NS(=O)(=O)c1cccc2nonc12	-1.8%	-9.4	2.6%	1.3%	i	9.0%	-16.1%	1.2%	-6.2%
41	Cc1ccc(S(=O)(=O)C(CNC(=O)C(C)C)c2cccs2)cc1 (stereo unspecified)	-0.3%	-0.7	-7.4%	4.1%	i	3.2%	0.3%	-8.5%	8.2%
42	COc1ccc(C#Cc2cccc(-c3nc(C(=O)N4CCN(C)CC4)cc4c3[C@H](CCO)N(S(=O)C(C)(C)C)C4)c2)cc1OC (stereo partly specified)	0.2%	-18.8	.	-19.7%	?	.	?	.	8.4%
43	Cc1cccc(C)c1NC1=NC(=S)N(c2ccccc2)C12CCOC(C)(C)C2 (stereo unspecified)	0.5%	25.1	22.8%	-2.2%	i	-5.3%	-10.4%	-4.3%	-1.4%
44	C=CCn1c(CNC(=O)c2cccs2)n[nH]c1=S	-0.2%	8.1	-2.7%	18.9%	i	5.4%	14.2%	-6.1%	-8.4%
